High-throughput results: PubChem, Broad Institute
PglD DTNB = PglD (C. jejuni) enzyme inhibition; inhibition, % at 12.5 µM; 0.098% of 360,000 active; purified PglD enzyme, DTNB colorimetric CoA detection; in the data active means inhibition above about 16%, passing the limit was not always enough; further: strong numbers were not always called active
ARNT TACC3 PPI = disruptors of human ARNT/TACC3 interaction. AlphaScreen His-ARNT PAS-B/GST-TACC3 binding, luminescence; TACC3 fragment carries E629A point mutation. inhibition, % at 9.99 µM. 0.66% of 390,000 active. AID 623870;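 active means mean inhibition of replicates at least 50% and at least half of replicates each reaching 50%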;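 further: 0% = complete ARNT plus TACC3 wells and 100% = ARNT alone without TACC3; many hits fall short of the cut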
LGR2 antag = inhibitors of bursicon-induced Drosophila LGR2 receptor cAMP signaling. 0.35% of 380,000 active. HEK293 LGR2, CRE-luciferase, bursicon-stimulated, 4 h. inhibition, % at 9.99 µM;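 active means drop in luminescence signal, shown as inhibition above about 50% in the replicate tests, limit read from the data, passing the limit was not always enough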;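 further: agonist challenge used bursicon conditioned medium at about half maximal strength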
Cneo AK release = causes C. neoformans cell lysis. adenylate kinase release luminescence, 4 h; normalised: neutral wells 0, clomiphene wells 100. lysis activity, % at 15 µM. 0.2% of 360,000 active. AID 651654;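 active means mean lysis activity across replicates of at least 80%, whatever share of replicates individually reach that level; inactive means mean lysis activity below 80%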
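Signal: Adenylate kinase release luminescence | Assay system: Log-phase Cryptococcus neoformans yeast cells | Input: Cells at 5 × 10^6 per mL | Buffer or medium: Fresh YPD growth medium | Compound: Single dose | Schedule: Static 4 h at 37 °C with compound, 1 h detection | Controls: Clomiphene | Read-out: Luminescence rise reflecting yeast cell lysis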
GSIS activator = GLuc luminescence reporter in INS-1E cells, primary screen for activators of glucose-dependent secretion of insulin; 0.61% of 370,000 active; INS-1E GLuc reporter insulin secretion, 2-3 h; activation, % at 16.6 µM;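 active means lowest replicate activation of at least 40%, so every replicate reaches that level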;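 further: 0% = median of neutral control wells and 100% = median of IBMX positive control wells; some compounds called inactive have numbers as strong as hits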
PAX8 inh HTS = lowers PAX8-driven luciferase in RMG-I cells; RMG-I TPO-luciferase reporter, SteadyGlo, 24 h; inhibition, % at 12.6 µM; 1.2% of 360,000 active;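 active means mean replicate inhibition at least 60% with every replicate also reaching 60%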;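 further: luciferase light reporting Pax8 driven TPO promoter activity; plate controls were median of neutral control wells for no effect and mitoxantrone controls for full effect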
C2C12 statin = protects C2C12 myotubes from simvastatin toxicity; ATP luminescence, 48 h; scaled: DMSO 0, geranylgeraniol control 100; rescue of ATP level, % at 7.49 µM; 0.78% of 330,000 active; AID 602340;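 active means mean ATP rescue above about 67%, or every replicate alone reaching that limit, limit read from the data, passing the limit was not always enough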;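 further: myotubes were challenged with 10 µM simvastatin during compound exposure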
PGC1a acetyl inh = PGC1a acetylation modulation, inhibitor mode. U2OS PGC1a acetylation, AlphaScreen anti-acetyl-lysine; with virally co-expressed GCN5 acetyltransferase. inhibition, % at 15.6 µM. 0.17% of 350,000 active. AID 651687;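 active means every replicate shows inhibition of at least 40%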;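 further: 0% = neutral control wells and 100% = positive control wells; some results beyond the cut were filed as inactive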
The depositor's hits bear a star; x = not tested or not shown. Compounds as they come; any-hit rate near 2.9%.

A first look (eleven entries):
SMILES	PglD DTNB	ARNT TACC3 PPI	LGR2 antag	Cneo AK release	GSIS activator	PAX8 inh HTS	C2C12 statin	PGC1a acetyl inh
C[C@@H]1CN([C@H](C)CO)C(=O)Cc2cc(NS(C)(=O)=O)ccc2O[C@@H]1CN(C)Cc1ccc(Oc2ccccc2)cc1	0.9	-5.3	-1.9	-0.2	0.3	6.3	9.4	3.1
CCOc1cc(/C=N/O)cc(Cl)c1OC	-4.7	1.2	-16.5	5.0	12.4	x	13.4	8.7
Cc1ccc(Cl)cc1NC(=O)COC(=O)CC1CC2CCC1C2 (stereo not drawn)	-0.2	-1.8	x	3.0	x	-18.3	111.5*	-7.2
COc1ccccc1NC(=O)N1CCCCN2[C@H](CO)[C@H](c3ccc(-c4cccc(C)c4)cc3)[C@@H]2C1	-5.2	19.4	2.3	-1.3	3.0	33.1	x	2.4
OCCN1CCN(c2ncnc3sc(-c4ccccc4)cc23)CC1	-0.7	3.8	-4.5	0.6	5.2	-9.2	-6.7	4.0
COc1cc(NC(=O)C/C(C)=N/NC(=O)c2cccc(O)c2)c(OC)cc1Cl	x	-4.2	6.7	x	-6.7	38.7	x	x
C[C@H](CO)N1C[C@H](C)[C@H](CN(C)S(=O)(=O)c2cccs2)Oc2ccc(NC(=O)c3ccncc3)cc2C1=O	-1.8	-3.9	-0.7	0.7	11.9	x	-3.3	-24.1
Cc1cc(=O)oc(C)c1C(=O)NCC(C)C	1.9	-1.4	-7.5	0.8	4.1	x	-14.1	2.8
Cc1ccc(C(=O)CC(C(=O)O)c2cn(CCC#N)c3ccccc23)cc1 (stereo not drawn)	-3.7	-7.4	6.5	1.1	-21.3	10.4	1.0	-4.1
O=S(=O)(N/N=C\c1cccc(F)c1)c1ccccc1	3.6	-3.4	6.3	1.0	5.6	-6.3	3.0	3.1
CC(C)(C)n1nc2c(c1NC(=O)c1ccc(C(F)(F)F)cc1)CS(=O)(=O)C2	-3.0	8.2	2.3	2.1	1.3	-1.6	-1.9	x

The listing, previewed entries included:
SMILES	PglD DTNB	ARNT TACC3 PPI	LGR2 antag	Cneo AK release	GSIS activator	PAX8 inh HTS	C2C12 statin	PGC1a acetyl inh
C[C@@H]1CN([C@H](C)CO)C(=O)Cc2cc(NS(C)(=O)=O)ccc2O[C@@H]1CN(C)Cc1ccc(Oc2ccccc2)cc1	0.9	-5.3	-1.9	-0.2	0.3	6.3	9.4	3.1
CCOc1cc(/C=N/O)cc(Cl)c1OC	-4.7	1.2	-16.5	5.0	12.4	x	13.4	8.7
Cc1ccc(Cl)cc1NC(=O)COC(=O)CC1CC2CCC1C2 (stereo not drawn)	-0.2	-1.8	x	3.0	x	-18.3	111.5*	-7.2
COc1ccccc1NC(=O)N1CCCCN2[C@H](CO)[C@H](c3ccc(-c4cccc(C)c4)cc3)[C@@H]2C1	-5.2	19.4	2.3	-1.3	3.0	33.1	x	2.4
OCCN1CCN(c2ncnc3sc(-c4ccccc4)cc23)CC1	-0.7	3.8	-4.5	0.6	5.2	-9.2	-6.7	4.0
COc1cc(NC(=O)C/C(C)=N/NC(=O)c2cccc(O)c2)c(OC)cc1Cl	x	-4.2	6.7	x	-6.7	38.7	x	x
C[C@H](CO)N1C[C@H](C)[C@H](CN(C)S(=O)(=O)c2cccs2)Oc2ccc(NC(=O)c3ccncc3)cc2C1=O	-1.8	-3.9	-0.7	0.7	11.9	x	-3.3	-24.1
Cc1cc(=O)oc(C)c1C(=O)NCC(C)C	1.9	-1.4	-7.5	0.8	4.1	x	-14.1	2.8
Cc1ccc(C(=O)CC(C(=O)O)c2cn(CCC#N)c3ccccc23)cc1 (stereo not drawn)	-3.7	-7.4	6.5	1.1	-21.3	10.4	1.0	-4.1
O=S(=O)(N/N=C\c1cccc(F)c1)c1ccccc1	3.6	-3.4	6.3	1.0	5.6	-6.3	3.0	3.1
CC(C)(C)n1nc2c(c1NC(=O)c1ccc(C(F)(F)F)cc1)CS(=O)(=O)C2	-3.0	8.2	2.3	2.1	1.3	-1.6	-1.9	x
Cc1ccc(-c2csc(SCC(=O)Nc3cc(C)on3)n2)cc1	-5.7	-6.8	-14.4	2.9	23.6	x	2.6	-20.5
CC1CCCN(C(=O)c2cccc(S(=O)(=O)NCc3ccccc3)c2)C1 (stereo not drawn)	4.0	x	1.6	-0.1	-8.4	4.6	2.0	2.7
CCOC(=O)c1ccc(NC(=S)Nc2ccc(Br)cc2N)cc1	0.0	1.1	-13.1	-2.7	-3.3	3.7	-17.7	2.5
CN(c1cccc(NS(=O)(=O)c2ccccc2)c1)S(C)(=O)=O	x	-2.9	22.2	x	2.5	5.3	x	0.0
Cc1cccc(NC(=O)COC(=O)c2nn(-c3ccccc3C(F)(F)F)cc2O)c1C	4.2	x	-7.8	2.6	8.0	10.3	9.3	2.6
CC(=O)c1cccc(N2C(=O)C3C4CCC(C4=C(C)C)C3C2=O)c1 (stereo not drawn)	x	-9.6	-0.2	x	11.0	-12.3	-0.9	-8.1
COc1ccc(CC(=O)OCc2cc3cccc(C)c3[nH]c2=O)cc1	0.8	-7.6	-5.9	12.9	14.4	x	x	1.1
Cc1cc(CNCCN(C)C)c(C)n1-c1cc(S(=O)(=O)N2CCOCC2)ccc1N1CCCC1	3.0	3.1	x	0.0	x	3.7	11.9	5.0
Cc1ccc(/C=N/c2sc3c(c2C#N)CCC3)s1	0.0	7.4	x	-1.7	x	x	119.7*	-0.6
CCN1[C@@H]2c3ccc(-c4cccc(F)c4)c(=O)n3C[C@H]1[C@H](CO)[C@H]2C(=O)NCCCN(C)C	-0.7	-2.5	7.3	2.4	1.9	x	-2.7	x
O=C(NCC1CCCO1)C(=O)NCC(c1ccco1)N1CCN(c2ccccc2)CC1 (stereo not drawn)	1.1	-7.5	-4.6	-1.8	-2.5	151.4*	-0.5	1.4
CCc1cccc(C)c1NC(=S)N(CCOC)C(C)c1ccco1 (stereo not drawn)	-4.8	2.4	-8.7	1.6	0.5	-29.4	x	-12.5
Cc1ccc(C)c(NS(=O)(=O)c2c(C)[nH]c(C)c2C(=O)N2CCCCC2)c1	4.8	-2.8	14.2	-0.6	8.7	29.2	28.9	-3.2
COc1cccc(CN(C)C(=O)Cc2c[nH]c3ccccc23)c1OC	5.7	-15.5	1.5	0.3	3.9	10.6	18.0	x
CC1(C(=O)NC2CCCC2)CCC(=O)N1CCc1c[nH]c2ccccc12 (stereo not drawn)	0.3	x	-14.9	3.7	10.9	-2.2	-1.5	17.7
C[C@@H]1CN([C@@H](C)CO)C(=O)c2cc(N(C)C)ccc2O[C@H]1CN(C)C(=O)Nc1cccc2ccccc12	-0.9	-2.0	-1.3	0.7	11.2	5.2	44.7	1.6
O=c1c2ccccc2sn1-c1ccc(S(=O)(=O)N2CCCC2)cc1	-4.6	-3.3	x	5.0	x	x	49.4	-5.0
CCOC(=O)c1c[nH]c2c(Cl)c(Cl)ccc2c1=O	-0.8	0.4	x	-0.2	x	-13.2	-6.9	11.2
COc1ccc(CNC(=O)COC(=O)/C=C/c2ccc(S(=O)(=O)N3CCOCC3)cc2)cc1	-1.2	0.7	-20.2	1.2	-13.6	-36.8	x	-3.2
CN(C)CCCNC(=S)NCc1ccc(Cl)cc1	3.6	-6.9	-11.7	-2.5	5.4	-16.2	x	0.0
Cc1ccc(S(=O)(=O)Nc2ccc3c(c2)C(=O)N([C@@H](C)CO)C[C@@H](C)[C@@H](CN(C)C)O3)cc1	2.6	-6.0	-19.4	-0.4	18.1	2.1	-2.6	-6.1
CN(C)c1ccc2nsnc2c1[N+](=O)[O-]	-2.6	3.3	x	-0.3	x	-7.3	x	x

Reprinted at random: 2 entries already listed, in no set order.
SMILES	PglD DTNB	ARNT TACC3 PPI	LGR2 antag	Cneo AK release	GSIS activator	PAX8 inh HTS	C2C12 statin	PGC1a acetyl inh
CCOC(=O)c1c[nH]c2c(Cl)c(Cl)ccc2c1=O	-0.8	0.4	x	-0.2	x	-13.2	-6.9	11.2
COc1cccc(CN(C)C(=O)Cc2c[nH]c3ccccc23)c1OC	5.7	-15.5	1.5	0.3	3.9	10.6	18.0	x
